# High-throughput results: PubChem BioAssay, several laboratories
# sPLA2-III inh = human group III sPLA2 inhibitors, primary screen, biochemical, QFRET, BODIPY PC-A2 liposome substrate. QFRET BODIPY PC-A2 liposome hydrolysis, fluorescence. AID 743126, 2013. inhibition, % at 12.2 µM. 0.56% of 370,000 active. Group 3 secretory phospholipase A2 (Homo sapiens), Q9NZ20;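 active means inhibition above mean plus 3 SD of compounds lying within the high and low control bounds, cut at about 19% in these data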;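 further: 0% = median of test compound wells and 100% = no enzyme DMSO wells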
# DAX1 inh-1 = DAX1 (NR0B1) inhibitors on StAR promoter, primary screen, cell-based, luminescence, SF-1 (NR5A1), full-length DAX-1; 1.1% of 370,000 active; AID 652010, 2013; inhibition, % at 6.8 µM; HEK293T StAR-luciferase reporter, SF-1/DAX-1 repression relief;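 active means inhibition above the mean over all tested compounds plus 3 SD, cut at about 3.6% in these data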;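 further: 0% = DAX-1 cells with DMSO and 100% = cells lacking DAX-1 with DMSO; higher inhibition means more luminescence from relief of DAX-1 repression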
# GC-B act = human GC-B receptor activators, primary screen, HEK293 GC-B cells, cGMP TR-FRET, EC30 CNP. 0.11% of 370,000 active. AID 1920062, 2024. 0% at EC30 CNP, 100% saturating CNP. Atrial natriuretic peptide receptor 2 (Homo sapiens), P20594. activation, % at 10 µM;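 active means activation at 10 µM reaching about 35% in either raw or pattern-adjusted values, limit read from the data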
# ssDAF-12 act = S. stercoralis DAF-12 nuclear receptor activators, primary screen, cell-based, luminescence, HEK293, GRIP1 co-expression, lit1-tk-luc; Nuclear hormone receptor DAF-12 (Strongyloides stercoralis); HEK293 ssDAF-12/GRIP1 lit1-tk-luc reporter; % of 3 µM dafachronic acid response; activation, % at 6.8 µM; 1% of 370,000 active; AID 652126, 2013;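 active means activation above the mean over all tested compounds plus 3 SD, cut at about 0.9% in these data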;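 further: 0% = DMSO-only wells and 100% = 3 µM delta7-dafachronic acid wells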
# NPR1 activator = GC-A stimulated cGMP production enhancers – HEK293 GC-A cells, cGMP TR-FRET, EC30 ANP, primary screen | 0% at EC30 ANP, 100% saturating ANP | Atrial natriuretic peptide receptor 1 (Homo sapiens), P16066 | activation, % at 10 µM | 0.14% of 370,000 active; in the data active means activation above about 40%
# Target sequence (P16066 whole entry, looked up): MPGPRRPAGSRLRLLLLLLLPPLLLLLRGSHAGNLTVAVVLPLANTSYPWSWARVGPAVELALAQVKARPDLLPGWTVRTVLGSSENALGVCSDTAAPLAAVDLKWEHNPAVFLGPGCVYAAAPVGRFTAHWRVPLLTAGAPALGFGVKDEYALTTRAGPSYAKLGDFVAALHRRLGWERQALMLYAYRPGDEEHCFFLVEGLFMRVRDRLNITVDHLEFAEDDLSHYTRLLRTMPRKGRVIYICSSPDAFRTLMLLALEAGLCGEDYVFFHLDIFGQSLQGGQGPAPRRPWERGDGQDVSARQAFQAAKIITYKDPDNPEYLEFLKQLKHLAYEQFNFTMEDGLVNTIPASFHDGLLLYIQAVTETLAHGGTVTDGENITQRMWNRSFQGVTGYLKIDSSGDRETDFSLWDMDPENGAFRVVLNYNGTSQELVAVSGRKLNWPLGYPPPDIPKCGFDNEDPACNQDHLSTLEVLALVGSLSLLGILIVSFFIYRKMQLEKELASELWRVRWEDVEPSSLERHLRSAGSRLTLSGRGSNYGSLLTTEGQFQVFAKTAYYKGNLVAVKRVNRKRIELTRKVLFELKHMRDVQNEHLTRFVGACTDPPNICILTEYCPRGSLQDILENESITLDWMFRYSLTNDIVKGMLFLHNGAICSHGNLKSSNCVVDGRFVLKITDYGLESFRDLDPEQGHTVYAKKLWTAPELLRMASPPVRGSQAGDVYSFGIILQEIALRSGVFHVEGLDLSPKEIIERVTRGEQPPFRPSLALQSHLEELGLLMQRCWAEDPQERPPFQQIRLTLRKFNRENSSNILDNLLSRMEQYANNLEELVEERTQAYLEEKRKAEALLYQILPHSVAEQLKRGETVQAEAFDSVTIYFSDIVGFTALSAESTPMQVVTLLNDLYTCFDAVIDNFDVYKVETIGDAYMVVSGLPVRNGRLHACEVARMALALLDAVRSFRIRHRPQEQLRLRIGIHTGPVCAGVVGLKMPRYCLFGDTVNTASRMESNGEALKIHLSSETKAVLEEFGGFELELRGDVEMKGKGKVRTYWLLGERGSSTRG
# ADAM10 inh = human ADAM10 inhibitors, primary screen, biochemical, QFRET, HTS; inhibition, % at 7 µM; Disintegrin and metalloproteinase domain-containing protein 10 (Homo sapiens), O14672; 0.62% of 370,000 active; recombinant ADAM10, EDANS/DABCYL FRET peptide cleavage, 3 h; AID 720582, 2013;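 active means inhibition above a per-campaign cutoff equal to the mean of compounds falling between control-based bounds plus 3 SD, cut at about 20% in these data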;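 further: 0% = DMSO wells while the 100% control is not disclosed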
# SMARCA2 activ = SMARCA2 (BRM) function activators, primary screen, cell-based, luminescence, high throughput; 1% of 370,000 active; activation, % at 9.1 µM; MG213 cells, MMTV-luciferase reporter, dexamethasone, overnight; in the data active means activation above about 7.8%;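 further: 0% = vehicle wells and 100% = reference activator wells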
# hgDAF-12 ag = H. glycines DAF-12 receptor agonists, primary screen, cell-based, luminescence, HEK293, GAL4 fusion, UAS-luciferase. Nuclear hormone receptor DAF-12 (Heterodera glycines), GAL4 fusion. HEK293 GAL4-hgDAF12 UAS-luciferase reporter, agonist luminescence; normalized to butyrate control. activation, % at 6.8 µM. 1.8% of 370,000 active;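 active means activation above a cutoff set at the mean of all screened compounds plus 3 SD, cut at about 10% in these data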;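 further: 0% = DMSO wells and 100% = sodium butyrate wells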
# DAX1 inh-2 = DAX1 (NR0B1) inhibitors, primary screen, cell-based, HEK293, Gal4-DAX1, luciferase luminescence; Nuclear receptor subfamily 0 group B member 1 (Homo sapiens), P51843; HEK293 Gal4-DAX1 luciferase reporter; inhibition, % at 6.75 µM; 0.99% of 340,000 active; AID 504766, 2011;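 active means inhibition above the mean over all tested compounds plus 3 SD, cut at about 4.2% in these data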;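 further: 0% = DAX1-transfected cells with DMSO and 100% = empty-vector control cells with DMSO; inhibition shows as a rise in luminescence from relieved DAX1 repression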
# GAA850 FXN act = FXN promoter activators, primary screen, cell-based, luciferase luminescence, HEK293 lucGAA850; HEK293 lucGAA850 FXN promoter luciferase reporter, 24 h; percent of 10 µM SAHA response; activation, % at 6 µM; 0.56% of 360,000 active;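 active means activation above the average of all compounds screened plus 3 SD, cutoff fixed separately per campaign, cut at about 7.5% in these data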;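 further: 0% = DMSO wells and 100% = 10 µM SAHA wells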
# hcDAF-12 act = H. contortus DAF-12 nuclear receptor activators, primary screen, cell-based, luminescence, HEK293, lit1-tk-luc reporter. activation, % at 6.8 µM. HEK293 hcDAF-12 lit1-tk-luc reporter; 0% DMSO, 100% Δ7-dafachronic acid. AID 652067, 2013. 1.4% of 370,000 active;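 active means activation above the mean of all tested compounds plus 3 SD, cut at about 5.5% in these data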;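 further: 100% = response to 3 µM Δ7-dafachronic acid high control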
# An asterisk follows results filed as active; nt = not tested or not shown.
SMILES,sPLA2-III inh,DAX1 inh-1,GC-B act,ssDAF-12 act,NPR1 activator,ADAM10 inh,SMARCA2 activ,hgDAF-12 ag,DAX1 inh-2,GAA850 FXN act,hcDAF-12 act
CCCCN(C(=O)C1CC(=O)N(Cc2ccc(C)cc2)C1)c1c(N)n(CCCC)c(=O)[nH]c1=O (stereo unspecified),-0.3,1.6,3.6,-0.8,-2.9,-9.6,-1.6,1.3,-0.3,0.5,0.6
O=C(Nc1ccc(S(=O)(=O)NC2=NCCCCC2)cc1)c1cc(S(=O)(=O)N2CCOCC2)ccc1F,-6.1,-0.4,-1.4,0.7,0.8,-2.0,0.0,1.9,0.4,0.2,1.4
COc1ccc(-c2nc(CN3CCC(C(=O)NC4CCN(Cc5ccccc5)CC4)CC3)c(C)o2)cc1OC,-7.2,-2.1,-3.5,-0.7,7.2,-3.7,-3.2,2.6,-0.5,0.2,-0.3
COc1ccc(C(=O)Nc2cccnc2Cl)cc1OC,-0.6,0.5,2.1,-1.4,4.2,2.8,1.1,-0.9,2.4,3.3,-1.8
CC(C)OC(=O)C1C2C=CC3(CN(Cc4cccs4)C(=O)C13)O2 (stereo unspecified),12.3,-0.3,4.1,-0.9,0.7,-2.5,-2.5,1.1,1.1,-0.7,-2.2
COc1cc(OC)c(OC)cc1CN1CCC(O)CC1,7.6,0.0,3.9,-0.3,1.4,-9.4,-0.9,3.1,-0.8,-0.1,-1.2
COc1cccc(C(=O)C(C#N)=C(SC)SC)c1,-3.9,0.1,-2.1,-1.2,30.4,-1.8,-1.5,-0.2,0.4,7.1,-1.6
COc1ccc(-n2nc(C(=O)NCC(=O)NC(C)C)c3ccccc3c2=O)cc1OC,-0.6,-0.9,-2.8,-0.8,-2.7,-3.0,0.3,1.1,-1.1,2.2,-1.3
COc1ccc(S(=O)(=O)N2CCCOC2CNC(=O)C(=O)NCc2ccco2)cc1 (stereo unspecified),4.3,0.4,8.4,-0.2,0.4,-10.1,-0.2,-3.3,-0.1,1.0,1.5
Cc1ccc2cc(CCNC(=O)c3cccc([N+](=O)[O-])c3)c(=O)[nH]c2c1C,21.6*,-0.3,3.3,-1.2,-2.4,-11.9,-6.4,1.7,-0.7,0.6,0.5
C#CCOC(=O)c1ccccc1C(=O)O,-0.7,-0.1,1.4,-1.0,3.5,8.6,-0.8,0.3,1.4,0.3,-2.0
O=C(Nc1ccccn1)c1ccc(Cl)c(S(=O)(=O)N2CCCCCC2)c1,7.2,-0.4,1.5,-0.8,-2.3,-8.4,0.5,2.7,-2.6,1.6,-0.5
CC(=O)c1sc(NC(=O)CS(=O)(=O)c2ccc(F)cc2)nc1C,3.8,0.6,1.8,-0.4,3.1,-4.3,-0.8,0.9,1.1,1.0,0.3
O=S(=O)(NCc1ccco1)c1ccc2c(c1)Cc1ccccc1-2,-15.2,0.0,2.4,-0.9,2.5,-4.3,7.3,2.0,-0.5,-1.4,-1.8
CCC(=O)N=c1sc2cc(F)cc(F)c2n1C,-0.5,-0.7,0.2,0.2,0.3,-7.1,0.7,6.3,0.1,3.2,6.1*
COc1ccc(NC(=O)Nc2ccc(O)c3ccccc23)cc1,-3.9,-0.6,0.7,0.0,29.1,-9.4,-2.9,-0.1,nt,nt,1.6
Cc1[nH]nc2c1C(c1ccccc1)C1=C(CC(C)(C)CC1=O)N2 (stereo unspecified),-1.8,-0.2,-3.0,-0.2,-2.7,-466.2,-3.3,-1.6,-1.7,-2.8,-1.4
CCOC(=O)C(=CNNc1c(C)csc1C(=O)OC)C(=O)OCC,1.7,-0.4,-0.7,-0.4,-1.5,-8.6,-4.3,-0.8,0.5,0.6,6.3*
O=C1CCc2cc(S(=O)(=O)NC(Cc3ccccc3)C(=O)NC3CCCCC3)ccc2N1 (stereo unspecified),-0.8,-0.7,2.1,-1.2,1.5,-0.8,0.5,1.6,2.1,3.9,-0.6
NC1(CO)COC(c2ccccc2)OC1 (stereo unspecified),-1.6,2.1,-1.6,-0.6,3.4,-5.2,-4.2,-0.5,1.2,2.6,-1.1

# Only DAX1 inh-2 and hcDAF-12 act (4 entries from above):
SMILES,DAX1 inh-2,hcDAF-12 act
Cc1[nH]nc2c1C(c1ccccc1)C1=C(CC(C)(C)CC1=O)N2 (stereo unspecified),-1.7,-1.4
CCOC(=O)C(=CNNc1c(C)csc1C(=O)OC)C(=O)OCC,0.5,6.3*
O=C1CCc2cc(S(=O)(=O)NC(Cc3ccccc3)C(=O)NC3CCCCC3)ccc2N1 (stereo unspecified),2.1,-0.6
NC1(CO)COC(c2ccccc2)OC1 (stereo unspecified),1.2,-1.1

# (more compounds)
SMILES,sPLA2-III inh,DAX1 inh-1,GC-B act,ssDAF-12 act,NPR1 activator,ADAM10 inh,SMARCA2 activ,hgDAF-12 ag,DAX1 inh-2,GAA850 FXN act,hcDAF-12 act
Cc1cccc(NC(=O)Cn2c(=O)n3nc(CCn4nc(C)cc4C)nc3c3ccccc32)c1,-13.7,-1.5,-3.1,-1.4,1.1,5.1,0.1,-1.1,-0.3,-1.0,-2.2
CCCCc1nnn2c1C1c3cc(Br)ccc3CCN1C(=O)C2 (stereo unspecified),-16.7,-0.6,-7.8,-0.5,-6.3,-0.7,1.8,-0.7,nt,nt,-2.6
CCN(CC)CCN(Cc1cc2ccc(C)cc2[nH]c1=O)C(=O)NC1CCCCC1,-0.7,0.8,2.9,-1.7,-0.8,-29.6,-1.5,1.8,1.0,0.2,-0.5
Cn1ncc([N+](=O)[O-])c1C(=O)Nc1cccc2ccccc12,2.6,-0.6,-3.4,-0.8,2.1,-2.1,-2.6,-0.4,-0.6,3.7,-0.6
CCc1ccc(OCC(=O)O/N=C(\N)c2ccccn2)cc1,7.2,3.5,11.5,-0.7,0.8,-2.7,-3.3,11.4*,nt,4.1,3.1
CC(=O)c1cccc(NC(=O)NCc2ccc3c(c2)OCO3)c1,-6.5,-2.8,2.6,-0.5,-0.3,-5.8,-0.8,-0.3,1.9,1.8,-1.6
CC(C)c1csc(CN2CCN(CCc3ccccc3)C(CCO)C2)n1 (stereo unspecified),-2.3,-0.3,-9.3,-0.6,0.3,-2.9,-2.5,1.4,-0.6,0.0,-0.1
CC(NCC(O)COc1ccc(S(=O)(=O)N2CCOCC2)cc1)c1ccccc1 (stereo unspecified),3.0,-0.3,3.0,-1.8,0.4,3.1,2.5,-4.3,-1.7,-1.2,0.1
Cc1ccnc(NC(=O)c2cccc(S(=O)(=O)Nc3ccc(C)cc3C)c2)c1,-14.6,-0.7,3.4,-1.5,-4.6,-5.1,-7.5,-0.8,-1.1,-0.2,-1.3
CCOC(=O)c1cc(-c2ccccc2)sc1NC(=O)CCN1C(=O)c2ccccc2C1=O,13.4,-0.1,1.0,-1.8,-3.5,5.1,0.4,0.4,-0.5,2.2,-1.6
O=C(COC(=O)c1ccc(Cl)nc1)Nc1ccc2c(c1)OCCO2,10.7,0.2,4.2,-1.2,-3.5,-8.2,-2.8,-1.2,-0.1,2.6,0.3
O=c1c2cc3cc(Cl)ccc3nc2ncn1CCc1c[nH]c2ccccc12,-37.0,0.6,-11.4,1.5*,-6.2,-21.2,-3.9,4.6,nt,nt,5.5
CC(Oc1ccc(Cl)cc1Cl)C(=O)NCc1ccncc1 (stereo unspecified),0.9,0.1,4.6,-1.7,2.0,3.1,1.7,-1.8,0.0,3.0,-1.2
C[C@H](CO)N1C[C@H](C)[C@H](CN(C)S(=O)(=O)c2cccs2)Oc2ncc(Br)cc2C1=O,1.8,-0.8,0.0,-0.1,1.9,2.2,2.7,-1.7,nt,nt,0.0
Cc1ccc(-c2nnnn2-c2ccccc2C(=O)O)cc1,1.7,0.4,-0.8,-1.5,0.3,2.1,1.2,-0.4,0.0,0.8,-1.7
C(#Cc1ccccc1)CN1CCCCC1,5.2,0.6,-1.8,-1.0,5.5,-1.3,-1.2,2.3,0.7,1.5,0.1
Cc1ccc(OCC(=O)NC2CCCC(C)C2C)c([N+](=O)[O-])n1 (stereo unspecified),12.2,0.3,4.4,-1.7,2.7,-10.2,-1.9,0.0,0.5,4.4,-2.2
Cc1ccnc(NS(=O)(=O)c2cnc(Cl)c(Br)c2)c1,-5.6,-0.4,1.1,-1.4,-0.3,3.0,0.4,-0.1,-0.4,6.0,0.4
COc1cc(S(=O)(=O)N2CCN(C)CC2)c(OC)cc1Cl,-1.2,-0.5,2.9,-0.2,-0.6,-1.4,-4.5,0.0,1.5,-1.1,-0.6
Cc1ccc(C)c(CC(=O)N2CCCC(c3cc(C(=O)Nc4ccc5c(c4)OCO5)no3)C2)c1 (stereo unspecified),1.9,0.8,6.4,-1.3,6.7,2.4,-3.1,1.6,nt,-0.3,-0.7
Cn1nc(-c2ccc3c(c2)OCCO3)c2ccccc2c1=O,5.0,-1.1,6.4,-2.0,1.5,-2.7,-5.7,-0.9,0.1,4.3,-2.2
O=C(c1ccc(F)cc1)N1CCN(C(=O)c2cccnc2)CC1,7.9,-0.4,0.2,-1.0,0.2,-4.3,0.8,0.8,0.8,1.9,-1.4
COc1ccc(C(=O)C(C)OC(=O)c2nc3nccc(C)n3n2)cc1 (stereo unspecified),6.9,2.0,-3.3,-1.5,0.8,-11.8,-2.5,2.2,0.7,1.3,0.9
O=C(Cn1cc(C(F)(F)F)ccc1=O)Nc1ccc2c(c1)OCO2,1.7,-0.3,3.0,-0.9,0.6,5.8,-1.8,-3.1,1.1,2.1,-0.9
C=CCSc1nc2c(N)ncnc2n1C1OC(CO)C(O)C1O (stereo unspecified),-1.4,0.3,-0.2,-0.9,4.8,-2.3,-1.0,-4.2,0.3,-0.3,-0.4
O=C(O)CC/C(=N/NC(=O)c1ccc(-c2ccccc2)cc1)c1ccccc1,3.1,-0.9,-3.2,-0.8,0.9,-12.7,-3.7,-0.7,-0.1,0.6,1.8
Cc1cc(=O)[nH]c2nnc(-c3ccc(Br)cc3)n12,4.7,0.6,-6.4,-1.0,-3.1,-6.7,2.9,1.5,1.2,4.2,-1.3
